# Compound activity deposited in PubChem BioAssay by National Center for Advancing Translational Sciences (NCATS).
# GAA inhib: qHTS Assay for Inhibitors of Human alpha-Glucosidase as a Potential Chaperone Treatment of Pompe Disease; purified human GAA, 4-MU-alpha-glucoside fluorescence; Potency, µM (titrated, usually from 76.9 µM), for inactives: at the highest dose activity change, negative = inhibition, usual class: inhibitors; actives 0.005% (n = 200,000);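 also: potency is read from the fitted curve at half-maximal effect; plate controls were uninhibited enzyme wells for no effect and no-enzyme background for full effect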
#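 Compounds are titrated up to 77 uM against 4 nM human enzyme. Substrate 4-methylumbelliferyl-alpha-D-pyranoside (400 uM) reacts 20 min at room temperature in pH 5.0 buffer; liberated 4-methylumbelliferone is read at 440 nm.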
# HTT aggregate: qHTS Multiplex Assay to Identify Dual Action Probes in a Cell Model of Huntington: Aggregate Formation (GFP); PC12 HttQ103-GFP aggregates, Acumen cytometry, 40 h; Potency, µM (top dose mostly 46.1 µM), for the others: at the highest dose activity change, negative = inhibition, hits mostly inhibitors; actives 1.1% (n = 220,000); AID 1688, 2009; also: potency is read from the fitted curve at half-maximal effect; % is scaled to controls: 0 for no effect and ±100 for the full control effect; nearly all actives have a fitted effect of over 60% in size
#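 Ecdysone-promoter PC12 model expressing HTT exon 1 Q103 fused to GFP, induced by tebufenozide at 100 nM final. Compounds titrated; aggregates sized 1–25 µm scored on a 488 nm laser cytometer.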
# aGlu spleen mod: qHTS Assay for Inhibitors and Activators of Human alpha-Glucosidase From Spleen Homogenate. human spleen homogenate, 4-MU-alpha-glucoside fluorescence. Potency, µM (top dose mostly 79.9 µM), without a hit: at the highest dose activity change, negative = inhibition, usual class: inhibitors. actives 0.006% (n = 240,000);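 also: potency is read from the fitted curve at half-maximal effect; 0% = enzyme with vehicle and -100% = no enzyme basal signal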
#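 AC50 values come from Hill-equation fits of concentration-response data, normalized to no-enzyme and full-activity controls. Enzyme source: 1 ug human spleen homogenate; 1 mM fluorogenic 4-MU glucoside, pH 5.0 citrate buffer, 37 C, 40 min.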
# CBFb-RUNX1 inh: qHTS Assay for Compounds Blocking the Interaction Between CBF-beta and RUNX1 for the Treatment of Acute Myeloid Leukemia. AlphaScreen CBFb-His/RUNX1-biotin binding, biochemical. Potency, µM (doses to about 59.8 µM), without a hit: at the highest dose activity, negative = inhibition, hits mostly inhibitors. 230,000 tested, under 10 active. AID 1477, 2009; also: % of control where 0% means no effect
# Target sequence (Q01196 whole entry, looked up): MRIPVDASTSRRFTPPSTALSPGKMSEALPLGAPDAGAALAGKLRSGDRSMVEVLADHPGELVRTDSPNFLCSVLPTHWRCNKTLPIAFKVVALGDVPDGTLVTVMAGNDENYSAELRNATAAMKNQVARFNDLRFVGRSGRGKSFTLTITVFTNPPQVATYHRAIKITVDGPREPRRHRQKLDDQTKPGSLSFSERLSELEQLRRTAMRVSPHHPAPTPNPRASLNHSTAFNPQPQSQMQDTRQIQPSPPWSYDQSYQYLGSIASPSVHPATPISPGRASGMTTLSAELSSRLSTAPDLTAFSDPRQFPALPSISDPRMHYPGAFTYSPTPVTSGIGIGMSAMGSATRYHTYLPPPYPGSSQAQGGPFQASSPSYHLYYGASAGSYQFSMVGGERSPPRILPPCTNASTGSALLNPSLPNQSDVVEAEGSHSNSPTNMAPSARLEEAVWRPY
# Target sequence (Q13951 whole entry, looked up): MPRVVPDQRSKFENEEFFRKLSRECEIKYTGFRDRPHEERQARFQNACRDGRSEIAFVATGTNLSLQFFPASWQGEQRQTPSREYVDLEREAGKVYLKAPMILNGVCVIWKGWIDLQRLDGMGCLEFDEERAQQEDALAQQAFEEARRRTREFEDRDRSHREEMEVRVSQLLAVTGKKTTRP
#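 Bead-based AlphaScreen assay; binding partners His-tagged CBF-beta and biotinylated RUNX1 at 30 nM each. Compound exposure 15 min after a 20-min protein preincubation; bead step 90 min; all steps at room temperature.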
# HTT ATP protect: qHTS Multiplex Assay to Identify Dual Action Probes in a Cell Model of Huntington: Cytoprotection (ATP); PC12 HTT-Q103 induced, cytoprotection, ATP luminescence, 40 h; Potency, µM (highest dose often 56.4 µM), inactives show cytoprotection (ATP increase), most hits filed as activators; actives 0.14% (n = 230,000); AID 1471, 2008;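 also: potency is read from the fitted curve at half-maximal effect; % of control where 0% means no effect; nearly all actives have a fitted effect of over 45% in size; toxic huntingtin expression switched on by the ecdysone agonist tebufenozide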
#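 Rat PC12, Q103 Htt exon1-GFP fusion, ecdysone promoter; tebufenozide inducer 100 nM final; compound titration; qHTS, 1500 cells/well; ATPlite luminescent read.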
# Lamin A splicing: qHTS Assay for Modulators of Lamin A Splicing; actives 0.01% (n = 200,000); Potency, µM (highest dose often 46.1 µM), for inactives: at the highest dose ratio change, negative = inhibition, most hits filed as inhibitors; HeLa LMNA splicing GFP/RFP minigene ratio, 48 h; active = well fitted inhibition curve with a large enough effect in the signal ratio, with a control signal flat, not every such curve was filed as active; inconclusive = small, poorly fitted or top-dose-only effect, or effect the other way, or a change in a side signal; the % refers to the signal ratio; also: potency is read from the fitted curve at half-maximal effect; % is scaled to controls: 0 for no effect and ±100 for the full control effect
#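 S3 HeLa stable clones carrying a lamin A-EGFP splicing minigene plus DsRed2 were seeded at 600 cells/well in Opti-MEM with 2% FBS, pin-dosed and incubated 48 h at 37°C. Acumen cytometry (488 nm) gave the GFP/RFP total-intensity ratio.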
# GAA glycogen mod: qHTS Assay for Inhibitors and Activators of Human alpha-Glucosidase Cleavage of Glycogen; recombinant GAA, glycogen substrate, Amplex Red glucose oxidase fluorescence; Potency, µM (series often up to 76.4 µM), for the others: at the top dose activity change, negative = inhibition, hits mostly inhibitors; actives 0.38% (n = 300,000); AID 2100, 2009;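 also: potency is read from the fitted curve at half-maximal effect; 0% = full enzyme reaction and -100% = no-enzyme basal signal; the screen sought inhibitors and activators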
#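 Natural-substrate format: glycogen cleavage by 4 nM human enzyme, glucose read by Amplex Red coupling (Ex 573, Em 610 nm). Normalized to enzyme and no-enzyme controls.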
# Active calls of the source: *; ? = inconclusive; · = not tested or not shown; [ ] = dose if it differs, or a comment. Unless noted, calls follow the shape of the dose curve; as a rule, active = well fitted curve in the direction sought with a large enough effect; inconclusive = small, poorly fitted or top-dose-only effect, or another doubt; inactive = no such curve, though single readings can be large; an effect the other way counts as inactive or inconclusive.
SMILES,GAA inhib,HTT aggregate,aGlu spleen mod,CBFb-RUNX1 inh,HTT ATP protect,Lamin A splicing,GAA glycogen mod
O=[N+]([O-])c1cc(-c2nc(-c3ccncc3)no2)ccc1Cl,5.2%,-31.3%,0.8%,14.7%,22.1%[10 µM],-4.6%,-3.5%
CC(C)Cn1c2nc3ccccc3nc2c2c(=O)n(CCN3CCOCC3)cnc21,4.0%,4.6%,1.0%,-1.8%,11.8%,0.0%,3.3%
CCCNC(=O)COC(=O)c1ccc(S(=O)(=O)N2CCCC2)cc1,6.7%,12.1%,6.8%,3.6%,-35.9%[inhibitor],-10.3%[46 µM],-17.3%
C=CCSC1=C(C#N)C(c2ccc(C(C)C)cc2)CC(=O)N1 (stereo not drawn),1.9%,1.4%,1.2%,0.2%,-0.9%,-6.2%,-5.2%
O=C(NCCNCc1ccc(F)cc1)c1ccco1,-7.8%,1.6%,-12.1%,3.1%,-12.2%,5.9%,7.7%
CCCCOC(=O)Nc1cc(OC)c(Cl)cc1OC,-9.5%,-6.6%,-3.3%,11.9%,-11.8%,?,1.5%
COc1cc(NC(=O)CSc2nc3[nH]ncc3c(=O)n2-c2ccccc2C)cc(OC)c1OC,2.2%,?,0.3%,1.7%,·,?,1.2%
N#Cc1c(-c2ccccc2)nc(N2CCCCCC2)[nH]c1=O,-1.0%,14.5%,-12.5%,-1.7%,-7.7%[0.074 µM],-15.6%,2.1%
O=C(Cn1cc(S(=O)(=O)N2CCN(c3ccccc3F)CC2)c2ccccc2c1=O)NCCCN1CCCCCC1,-9.6%,-16.4%,-2.9%,-6.1%,-34.7%[inhibitor],·,-1.8%
CC1(N2CCCCC2)CC2(O)C(=[N+]1[O-])CCC/C2=N\O (stereo not drawn),-10.5%,3.0%,-5.8%,4.8%,14.1%[10 µM],1.4%,0.3%
Cc1nn(C)cc1CN1CCCC(C(=O)c2ccc(-c3ccccc3)c(F)c2)C1 (stereo not drawn),·,-4.7%[9.22 µM],-8.4%,1.3%,26.1%[10 µM],·,-11.5%
O=P(c1ccc2c(c1)OCCO2)(N1CCOCC1)N1CCOCC1,-0.9%[15.4 µM],4.4%,0.5%,5.9%,?,0.2%,6.4%
CCN(CC)CCCN(Cc1cc2cc3c(cc2[nH]c1=O)OCCO3)C(=O)Nc1ccc(F)cc1,0.1%,19.8%,3.1%,?,-38.6%[inhibitor][10 µM],?,3.3%
COc1ccccc1-c1cncnc1NCCN1CCOCC1,·,·,-3.5%,·,2.3%,?,·
Cc1ccc(CSc2nnc(SCC(=O)N/N=C/c3c[nH]c4ccccc34)s2)cc1,1.9%,3.9%,-4.8%,-5.2%,-78.3%[inhibitor],·,-0.9%
CCN(CC(=O)N(CC(C)C)c1c(N)n(CC(C)C)c(=O)[nH]c1=O)Cc1nc2ccccc2c(=O)[nH]1,·,-11.9%[9.22 µM],-3.8%,13.0%,8.8%[10 µM],·,-23.6%
O=c1c2ccccc2c(=O)n(Cc2ccccc2)n1Cc1ccccc1,1.9%,-9.3%,1.8%,0.4%,26.2%[10 µM],?,-7.9%
CCSc1ncc(C)cc1[N+](=O)[O-],2.1%,-13.2%,-1.0%,7.2%,-32.6%[0.074 µM],-6.7%,-5.6%
CCNc1ncc2nc(-c3ccc(Cl)cc3)c(=O)n(C[C@H]3CCCO3)c2n1,·,·,-2.3%,·,-51.2%[inhibitor],-3.3%,·
O=C(/C=C/c1ccc(Br)o1)Nc1nccs1,0.4%,4.8%,-5.6%,?,-0.2%[10 µM],4.2%[46 µM],8.2%
O=C(NC1(C(=O)NC2CCCC2)CCCCC1)c1ccc2c(c1)OCO2,-1.4%,13.8%,-4.4%,2.9%,-6.1%,-9.5%,3.7%
O=[N+]([O-])c1ccc(N2CCCCCC2)c([N+](=O)[O-])c1,?,2.2%,-4.4%,-11.8%,-8.6%[10 µM],-0.7%,2.1%
CC(=O)NCC1COc2ccccc2O1 (stereo not drawn),·,2.2%[9.22 µM],-6.3%,10.5%,-4.8%[10 µM],·,-8.0%
COc1ccc(-n2c(=O)[nH]c3cc(C(=O)NCCc4ccc(Cl)cc4)ccc3c2=O)cc1OC,-5.7%,12.7%,3.2%,5.7%,-26.9%,·,-0.4%
CC(C)C1=NN(C(=O)c2ccccc2)C(O)(C(C)(C)C)C1 (stereo not drawn),7.9%,6.2%,-0.9%,-1.3%,-6.3%,24.1%,?
N=c1n(CCOc2ccccc2)c2ccccc2n1CCN1CCOCC1,-4.1%,8.7%[9.22 µM],-17.5%,4.5%,-7.1%,6.1%,7.6%
Nc1nc(SCc2ccc(Cl)c(Cl)c2)n[nH]1,-30.3%,6.2%,2.7%,3.6%,·,1.7%,-2.5%
COc1cccc([C@@H]2Oc3ccc(Br)cc3[C@H](O)[C@H]2O)c1,·,·,5.3%,-9.5%,-9.1%,·,·
Cc1ccc2c(c1)C1CN(C)CCC1N2C(=O)c1ccc(Cl)c(S(=O)(=O)N2CCOCC2)c1 (stereo not drawn),-4.0%,9.7%,-8.6%,-9.2%,-29.3%,?,3.6%
Cc1onc(-c2ccccc2)c1C(=O)OCC(=O)c1ccccc1,?,-0.9%,0.5%,22.6%,-10.9%[10 µM],1.9%,1.7%
O=C(CSc1nnc(CNC(=O)c2ccco2)o1)Nc1nc2ccccc2s1,-5.8%,11.4%,1.1%,-26.5%,·,·,18.0%
O=S(=O)(c1cccc2cccnc12)N1CCN(c2ccc(F)cc2)CC1,2.2%,11.8%[9.22 µM],-11.2%,-2.5%,16.4%[10 µM],4.3%[46 µM],-6.6%
Cc1cc2cc(CN(CC3CCCO3)C(=O)c3cnccn3)c(=O)[nH]c2cc1C (stereo not drawn),-10.9%,5.9%,-1.1%,9.6%,-3.2%[10 µM],?,-1.1%
CCC(=O)c1cc2c(cc1NC(=O)C(C)C)OCCO2,0.3%,7.8%,-12.3%,5.1%,-14.0%,0.4%,3.1%
CCOC(=O)c1sc2nc(C)nc(SCC(=O)N(C)C3CCS(=O)(=O)C3)c2c1C (stereo not drawn),-6.3%,14.3%,·,3.6%,-13.2%,·,-9.6%
CCCc1c(C(=O)NNc2cc(C(F)(F)F)ccc2Cl)cnn1-c1ccccc1,·,8.5%[9.22 µM],-12.3%,8.9%,-9.5%[10 µM],·,-15.3%
NC(=O)c1c(N)sc(=S)n1-c1ccccc1,-12.6%,-19.0%,0.0%,-2.0%,16.5%,0.3%,5.4%
CCc1ccc(-c2nc(SCC(=O)N3CCOCC3)n[nH]2)cc1,-2.5%,8.0%,-3.3%,-5.2%,-82.0%[inhibitor],·,7.3%
Cc1ccc(Nc2nc(N)nc(CSC(=S)N3CCOCC3)n2)c(C)c1,-3.7%,5.3%,-3.8%,-8.0%,·,0.6%,1.3%
Cc1nc2ccccc2nc1OCc1ccccc1,6.6%,10.9%,3.7%,16.6%,23.6%[10 µM],-6.2%,-4.5%
C/C(=C\C(=O)c1ccc(C)cc1)Nc1ccc(N2CCOCC2)cc1,2.8%,12.6%,-1.3%,0.5%,17.2%,-4.7%,6.3%
COc1ccc(-c2nc(Cn3c(SCc4cccc(F)c4)nc4ccncc43)c(C)o2)cc1OC,-3.9%,6.3%,-0.6%,-5.8%,-21.9%[10 µM],?,-11.7%
CCNCCOC(c1ccccc1)c1ccccc1,-1.1%,?,-4.8%,-1.5%,-61.4%[inhibitor][10 µM],-1.5%,7.1%
CCOC(=O)c1cnc2c(C(F)(F)F)cccc2c1N1CCOCC1,-6.4%,-2.3%,-1.7%,5.8%,-0.1%,-16.4%,-3.6%
CCC(=O)Nc1ccccc1C(=O)OCC(=O)Nc1ccc(S(N)(=O)=O)cc1,-2.3%,-22.4%,-13.2%,3.4%,13.7%,16.3%,-1.7%
CN1CCN/C1=C(/C(Cl)=C(Cl)Cl)[N+](=O)[O-],3.4%,15.8µM*,2.3%,0.3%,-26.9%,·,-5.9%
COc1ccc(N2CCN(C(=O)c3ccccc3F)CC2)c([N+](=O)[O-])c1,·,13.7%[9.22 µM],2.1%,-0.8%,11.0%[10 µM],·,-12.5%
CCn1c(CNC(=O)Cc2ccc(OC)cc2)nnc1SCC(=O)NC1CCCCC1,0.9%,5.2%,-2.0%,-0.5%,0.4%[10 µM],-1.1%,3.0%
COc1ccc(-n2c(C)cc(C(=O)CSc3nnc(-c4cccs4)o3)c2C)cc1,-5.6%,7.94µM*,-12.5%,-29.0%,-124.6%[inhibitor],?,-5.5%
Cc1sc(-n2c(C)cc(C=O)c2C)c(C(=O)O)c1C,-2.2%,-12.8%,0.9%,-3.7%,15.7%[10 µM],-3.7%,1.7%
CC1(C)Cc2c(C#N)c(N3CCN(C(=O)c4ccccc4)CC3)nc(-c3ccco3)c2CS1,-0.7%,-5.9%,1.5%,-3.3%,2.3%[10 µM],-10.9%,-8.3%
O=C(COC(=O)C1=COCCO1)Nc1cccc(Oc2ccccc2)c1,0.3%,-3.5%,-9.8%,-1.8%,-21.1%,?,3.1%

# A second format for some results above.
COc1ccc(-n2c(C)cc(C(=O)CSc3nnc(-c4cccs4)o3)c2C)cc1
  GAA inhib: -5.6%; HTT aggregate: 7.94µM*; aGlu spleen mod: -12.5%; CBFb-RUNX1 inh: -29.0%; HTT ATP protect: -124.6%[inhibitor]; Lamin A splicing: ?; GAA glycogen mod: -5.5%

CCn1c(CNC(=O)Cc2ccc(OC)cc2)nnc1SCC(=O)NC1CCCCC1
  GAA inhib: 0.9%; HTT aggregate: 5.2%; aGlu spleen mod: -2.0%; CBFb-RUNX1 inh: -0.5%; HTT ATP protect: 0.4%[10 µM]; Lamin A splicing: -1.1%; GAA glycogen mod: 3.0%

CC1(C)Cc2c(C#N)c(N3CCN(C(=O)c4ccccc4)CC3)nc(-c3ccco3)c2CS1
  GAA inhib: -0.7%; HTT aggregate: -5.9%; aGlu spleen mod: 1.5%; CBFb-RUNX1 inh: -3.3%; HTT ATP protect: 2.3%[10 µM]; Lamin A splicing: -10.9%; GAA glycogen mod: -8.3%

O=C(COC(=O)C1=COCCO1)Nc1cccc(Oc2ccccc2)c1
  GAA inhib: 0.3%; HTT aggregate: -3.5%; aGlu spleen mod: -9.8%; CBFb-RUNX1 inh: -1.8%; HTT ATP protect: -21.1%; Lamin A splicing: ?; GAA glycogen mod: 3.1%
